Screening results from PubChem.
OXTR potentiate: potentiates the human oxytocin receptor response | P30559 | CHO-OTR cells, Fluo-8 calcium fluorescence, potentiator mode; 0% = oxytocin EC15, 100% = EC100 | activation, % at 3 µM | 320,000 compounds, 0.061% hits | AID 2445;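 active means activation above that plate's cutoff, the mean activation of tested compounds plus 3 SD, cut at about 6.6% in these data, passing the limit was not always enough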;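 further: 100% uses oxytocin at 75 nM as the full agonist control; some results filed as inactive read as strong as hits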
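Assay system: CHO-OTR cells, human receptor / Also added: oxytocin at about EC15, sub-maximal agonist stimulus / Dosing: single dose, 3.0 µM nominal final compound concentration / Incubation: 6 min pre-incubation, 100 s read / Technique: Fluo-8 calcium dye fluorescence / Read-out: % activation vs EC15 and EC100 oxytocin / Benchmarks: EC15 oxytocin low, 75 nM oxytocin high / Replicates: singlicate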
TAAR1 agonist: human TAAR1 agonism; Q96RJ0; CHO RD-HGA16 TAAR1, Fluo-8 calcium fluorescence; vehicle wells 0%, saturating PEA agonist 100%; activation, % at 3 µM; 360,000 compounds, 0.99% hits;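 active means activation above the mean activation of all test compounds in the run plus 3 SD, cut at about 38% in these data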
Target sequence (Q96RJ0 whole entry, looked up): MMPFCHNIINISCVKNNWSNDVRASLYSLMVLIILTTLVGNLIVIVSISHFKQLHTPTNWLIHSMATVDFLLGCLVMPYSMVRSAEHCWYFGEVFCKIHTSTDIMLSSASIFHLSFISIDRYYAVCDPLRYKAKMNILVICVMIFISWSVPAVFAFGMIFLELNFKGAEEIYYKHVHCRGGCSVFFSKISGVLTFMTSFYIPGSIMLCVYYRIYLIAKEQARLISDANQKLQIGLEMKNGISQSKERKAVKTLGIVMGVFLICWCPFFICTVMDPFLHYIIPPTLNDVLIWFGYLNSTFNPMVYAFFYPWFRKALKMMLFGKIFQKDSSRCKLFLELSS
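Assay system – CHO-derived RD-HGA16 cells with stable Gα16 and human TAAR1 · Compound dosing – one-point dosing at 3 µM (nominal) · Incubation – 17-24 h seeding, 75 min 37 °C dye, 30 min RT · Measured by – kinetic Fluo-8 calcium fluorescence · Control set – DMSO vehicle as 0%, PEA at EC100 as 100% · Repeats – single well for each compound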
CHO-K1 Ca antag: M1 antagonist counterscreen hit in parental CHO-K1 cells. inhibition, % at 3 µM. ATP-induced calcium, Fluo-8 fluorescence. 360,000 compounds, 0.6% hits. AID 602250;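 active means inhibition above a per-plate cutoff, the plate's mean sample inhibition plus 3 SD, cut at about 24% in these data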;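 further: 0% = DMSO plus EC80 ATP and 100% = DMSO alone without ATP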
CHRM1 antagonist: human CHRM1 antagonism; P11229; CHO-K1 hM1, Fluo-8 calcium fluorescence, ACh EC80 antagonist; inhibition, % at 3 µM; 360,000 compounds, 1.3% hits;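 active means percent inhibition above its own plate's cutoff, namely the mean of that plate's compound wells plus 3 SD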;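 further: peak over basal fluorescence ratio during 140 s after agonist addition; 0% = ACh EC80 plus DMSO and 100% = DMSO alone without agonist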
Target sequence (P11229 whole entry, looked up): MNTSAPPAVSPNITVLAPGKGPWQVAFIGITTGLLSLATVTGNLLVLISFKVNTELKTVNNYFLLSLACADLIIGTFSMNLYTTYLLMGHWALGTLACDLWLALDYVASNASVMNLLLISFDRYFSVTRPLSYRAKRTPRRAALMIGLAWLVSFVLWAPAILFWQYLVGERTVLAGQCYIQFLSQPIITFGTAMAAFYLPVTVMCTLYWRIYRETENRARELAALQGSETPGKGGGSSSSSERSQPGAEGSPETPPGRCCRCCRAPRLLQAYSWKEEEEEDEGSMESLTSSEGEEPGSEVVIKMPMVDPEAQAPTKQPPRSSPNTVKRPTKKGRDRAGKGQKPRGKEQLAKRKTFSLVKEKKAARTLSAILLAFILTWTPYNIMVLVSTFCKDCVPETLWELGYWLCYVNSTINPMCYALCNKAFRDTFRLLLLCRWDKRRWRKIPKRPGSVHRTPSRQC
CHO parental Ca: counter-screen: ATP calcium response change in parental CHO cells; parental CHO-K1, ATP-induced calcium, Fluo-8 fluorescence; inhibition, % at 5.6 µM; 330,000 compounds, 0.63% hits;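 active means inhibition above that plate's mean sample inhibition plus 3 SD, cut at about 26% in these data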;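 further: 0% = ATP-challenged DMSO wells and 100% = DMSO wells without ATP; some compounds past the cut are filed as inactive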
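Assay system – parental CHO cells · Reagent – ATP stimulus · Detection – intracellular calcium via Fluo-8 no-wash fluorescent dye · Evaluation – percent inhibition of ATP-evoked calcium rise, normalized to controls · Controls – ATP wells versus no-ATP DMSO wells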
CHO-K1 Ca ag: nonselective activator or artifact in parental CHO-K1 cells; AID 602248; activation, % at 3 µM; Fluo-8 calcium fluorescence; scaled to maximal ATP response, vehicle zero; 360,000 compounds, 0.48% hits; in the data active means activation above about 15%;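 further: untransfected CHO-K1 host cells lacking M1 receptor as counterscreen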
M1 ag: agonists of human M1 muscarinic receptor; CHO-K1 hM1, Fluo-8 calcium fluorescence, agonist mode; 0% DMSO, 100% acetylcholine EC100; activation, % at 3 µM; 360,000 compounds, 0.33% hits; AID 588814;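 active means activation above the run's mean compound activation plus 3 SD, cut at about 16% in these data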;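 further: peak over basal fluorescence ratio within a 140 s kinetic read after compound addition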
TAAR1 antagonist: antagonists of human TAAR1; CHO RD-HGA16 TAAR1, Fluo-8 calcium fluorescence, antagonist; inhibition, % at 3 µM; 360,000 compounds, 1.5% hits; AID 624466;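 active means inhibition above a per-plate cutoff, the mean inhibition of test compounds on that plate plus 3 SD, cut at about 49% in these data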;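 further: 0% = DMSO plus EC80 beta-PEA response and 100% = DMSO alone without agonist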
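System: RD-HGA16 CHO cells with stable hTAAR1 and Gα16 | Probe or stimulus: EC80 β-phenethylamine stimulus | Dosing: 3 µM, single point | Times: Dye loading 75 min at 37 °C, then 30 min room temperature | Measured by: Fluo-8 calcium-sensitive fluorescence | Read-out basis: % inhibition of agonist calcium response | Replicates: n of 1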
CHO-K1 Ca PAM: nonselective activator or artifact in parental CHO-K1 calcium assay. 360,000 compounds, 0.02% hits. ATP EC20, Fluo-8 calcium fluorescence; 0% at ATP EC20, 100% at ATP max. activation, % at 3 µM;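 active means activation above the run cutoff, the mean activation of all test compounds plus 3 SD, cut at about 40% in these data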;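 further: peak over basal fluorescence ratio in a 140 s read after ATP addition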
* marks the source's active call; other numbers are inactive results; . = not tested or not shown.

nr	mol	CHRM1 antagonist	TAAR1 agonist	OXTR potentiate	CHO parental Ca	CHO-K1 Ca ag	TAAR1 antagonist	CHO-K1 Ca antag	M1 ag	CHO-K1 Ca PAM
1	O=C1C(=O)N(CCCn2ccnc2)C(c2ccc([N+](=O)[O-])cc2)/C1=C(\O)c1ccc2c(c1)OCCO2 (stereo not drawn)	-2	2	-1	0	0.0	-5	-1	-2	-3
2	Cc1ccccc1NC(=O)CCCSc1nc2ccccc2s1	-3	2	-7	-18	2.9	27	-10	-10	13
3	O=S(Cc1ccc(Cl)cc1)c1ncc(CO)n1Cc1ccccc1 (stereo not drawn)	2	4	-9	-15	13	8	-6	-6	9
4	COc1ccc(NC(=O)Cc2ccc(C)c(C)c2)cc1Cl	-4	-1	-17	13	3.4	-11	-6	-2	7
5	CC(C)CCNC(=O)C1(O)c2ccccc2NC(=O)N1c1ccc(Cl)cc1 (stereo not drawn)	14	8	-20	29	3.6	7	9	-1	-7
6	O=C(CSc1nncc2ccccc12)N1CCCCC1	-2	-1	-4	-15	-0.4	9	-2	-9	8
7	COc1ccc(C(=O)O/N=C(/C)c2cccs2)cc1	17	1	-2	-15	0.2	6	2	-2	-5
8	O=C(C1CCC(=O)N1C1CCCCC1)N1CCN(c2ccc(F)cc2)CC1 (stereo not drawn)	-3	7	-9	-1	0.2	0	2	6	-8
9	CCCCCOC(=O)CSc1n[nH]c(=O)[nH]c1=O	-6	5	0	0	0.5	9	-6	-4	12
10	O=C(Nc1ccc(C(=O)Oc2ccccc2)c(O)c1)c1ccccc1	-11	2	-12	-16	2.6	21	0	-7	16
11	Nc1c(-c2ccccc2)c(CN2CCOCC2)nn1-c1ccc(C(=O)O)cc1	-4	2	-2	-2	-0.2	-15	3	-4	1
12	NCC(=O)Nc1ccc(Cl)cc1C(=O)c1ccc[nH]1	9	1	.	.	0.7	-1	-8	1	1
13	CCOc1ccc(S(=O)(=O)N(CC(=O)O)c2ccccc2)cc1	-24	2	1	-7	0.2	-4	-19	-2	13
14	CCCCCC1CC(CC(=O)Nc2ccc([N+](=O)[O-])cc2)C(=O)O1 (stereo not drawn)	2	9	-15	-8	0.1	-12	13	-8	-14
15	NC(=O)c1cc(C(=O)c2ccccc2Cl)c[nH]1	-10	3	-20	-1	0.6	-22	-13	-4	15
16	c1ccc2c(OCCCCN3CCCC3)cccc2c1	-5	2	7	-11	0.8	-19	-8	-6	13
17	Cc1ccc(/C=C/S(=O)(=O)NCC(=O)OCC(=O)NCc2ccccc2)cc1	-9	-1	-11	3	2.5	-9	10	-2	-7
18	COc1ccccc1C(=O)NC(=O)COC(=O)c1nc2nc(C)cc(C)n2n1	0	1	-5	2	0.4	-38	4	-1	-15
19	COc1ccc(C2CC(=O)c3cnc(NC(=O)c4ccccc4OC)nc3C2)c(OC)c1 (stereo not drawn)	-7	4	-9	-25	1.6	24	1	-3	4
20	O=C(CCSc1ccccc1)NCCN1CCOCC1	-12	9	-3	-4	0.3	6	-2	3	2
21	COc1ccccc1N1CCN(S(=O)(=O)CCNC(=O)C2CC2)CC1	1	-1	-4	-11	0.1	-2	0	-2	-26
22	CCC1CCCCN1C(=O)CN1C(=O)CSC1=O (stereo not drawn)	-2	10	8	-1	-0.1	4	15	-1	-7
23	O=C(c1ccco1)N(Cc1ccc(Cl)cc1)C1CCS(=O)(=O)C1 (stereo not drawn)	-12	0	-9	-13	0.4	-11	-18	-2	22
24	N/C(=N\OC(=O)CCCOc1ccccc1)c1cccc([N+](=O)[O-])c1	-12	5	2	0	1.8	-17	-13	-9	16
25	CCc1ccccc1NC(=O)C1CCN(S(C)(=O)=O)CC1	-14	2	-7	-11	3.5	-24	-13	-1	17
26	O=C1NN(c2cccc(Br)c2)C(=O)/C1=C/c1cccs1	-16	4	-1	-10	0.2	-8	0	-1	-11
27	COc1ccc(C(=S)N2CCN(C)CC2)cc1	7	12	-13	3	-0.1	0	-3	-3	11
28	CCNc1nc(NCC)n2c(SCC(=O)Nc3cc(OC)ccc3OC)nnc2n1	-17	0	-4	-22	-0.1	-7	3	-1	15
29	COc1ccc(N(C(=O)CNC(=O)c2ccco2)C(C(=O)NC2CCCC2)c2ccco2)cc1 (stereo not drawn)	1	2	-3	-17	0.4	-2	0	-2	12
30	CCc1cccc2c(-c3csc(=NC)n3C)c[nH]c12	7	5	-8	-8	0.1	20	-1	-12	-9
31	COc1ccc(N2CCN(C(=O)c3cc(C)oc3C)CC2)cc1	-1	2	-5	-4	0.6	-12	12	0	-9
32	CCCn1c(=O)c2ccccc2n2c(SCc3nnc(-c4ccccc4Br)o3)nnc12	1	1	-2	-11	-0.6	-22	-2	-4	-2
33	CCN(CC(=O)Nc1ccc(NC(C)=O)cc1)C(=O)c1ccc(S(=O)(=O)N2CCCC2)cc1	-10	2	.	.	0.1	0	-13	-9	5
34	COc1ccc(CN(C)C(=O)[C@H]2O[C@@H](n3ccc(=O)[nH]c3=O)[C@H](O)[C@@H]2O)cc1OC	-7	1	.	.	-0.2	8	14	8	-7
35	CCNC(=O)c1c(C)nc2ccccn12	3	9	2	4	1.0	7	-13	-4	16
36	O=C(O)C(C1CCCCC1)C1(O)CCCC1 (stereo not drawn)	-10	0	.	.	-0.1	7	-8	-3	15
37	O=C(Nc1ccc(S(=O)(=O)Nc2ncccn2)cc1)c1ccccc1NS(=O)(=O)c1ccc(Cl)cc1	-2	1	1	-1	-0.5	4	0	-2	-2
38	C[C@@H]1CN([C@H](C)CO)C(=O)c2cc(Br)cnc2O[C@@H]1CN(C)C(=O)Nc1ccccc1	6	1	.	.	0.4	3	-1	-1	0
39	O=C(NCc1ccncc1)[C@@H]1CCCN1C(=O)[C@@H]1CCCN1C(=O)c1ccccc1	.	5	.	.	-0.1	-8	-12	.	-3
40	CC(C)OC(=O)CSc1nc(-c2ccc(F)cc2)nc2ccc(F)cc12	1	6	-10	-17	-0.2	-17	-4	0	1
41	COc1ccc(OC)c(S(=O)(=O)n2nnc3ccccc32)c1	-5	1	-4	4	0.1	-19	-3	-3	10
42	COc1ccc(-c2nnc(SCC(=O)N3CCOCC3)o2)cc1	-14	-2	-13	-8	0.6	0	-6	0	12
43	COc1ccc(S(=O)(=O)N2CCCCCC2)cc1C(=O)OCc1cccc(OC)c1OC	10	4	-9	-22	0.3	58*	4	-2	-8
44	Cc1ccc(C(=O)NCc2ccc3c(c2)OCO3)c(C)c1	-15	0	-7	3	0.2	-23	-1	1	-10
45	CCOC(=O)c1cccc(NC(=O)CC2Oc3ccccc3NC2=O)c1 (stereo not drawn)	-11	2	1	-21	3.0	7	-16	-1	21
46	O=C(Nc1c2c(nc3c1CCC3)CCCC2)c1ccccn1	-4	-1	-7	-10	-0.3	-7	-1	-12	6
47	Cc1nc2c(C)cccn2c1C(=O)N/N=C/c1ccccc1[N+](=O)[O-]	-16	1	-5	-12	0.9	11	-13	-2	1
48	COc1ccc(Cn2nnnc2C(C(C)C)N2CCN(c3ccccc3OC)CC2)cc1 (stereo not drawn)	-5	3	-19	-23	0.8	-15	-7	-3	11
49	Cc1ccc(S(=O)(=O)c2ccc(-n3nc(C)cc3N)cc2)cc1	-8	5	-8	-11	-0.2	8	6	-2	12
50	O=S(=O)(c1ccc(NC(=S)NN=Cc2ccccc2O)cc1)N1CCCCC1	2	13	.	.	0.8	90*	0	0	-4
51	Cc1ccc(S(=O)(=O)N2CCOC2CNC(=O)C(=O)NCC(C)C)cc1 (stereo not drawn)	-29	1	3	-12	0.8	-16	-11	3	1
52	O=C1NC[C@@H](CCCCN2C[C@H](Cc3ccc(O)cc3)N(Cc3ccccc3)C(=O)C2=O)N(Cc2ccccc2)C1=O	.	1	.	.	0.5	-9	3	.	-1
53	CCCCN(C)c1c(C)nc2ccc(C(=O)Nc3ccc(OC)c(OC)c3)cn12	-11	63*	.	.	2.4	16	1	12	4
54	COc1ccc(CCNC(=O)c2ccccc2)cc1	-7	2	-13	-3	1.7	-10	-10	1	11
55	COc1ccc(CCNC(=O)C2Cc3ccccc3C(=O)O2)cc1 (stereo not drawn)	-5	9	-16	-4	1.8	-11	-10	0	18
56	CC1=C(C(=O)N2CCOCC2)C(c2ccc(Cl)cc2)NC(=S)N1 (stereo not drawn)	-3	9	-6	-5	20*	2	7	-7	14
57	CC1CCCN(S(=O)(=O)c2ccc(C(=O)NC(C)c3ccccc3)cc2)C1 (stereo not drawn)	10	7	.	.	0.2	-38	5	-4	-14

Hits appear at their usual frequency. About 4.2% of those tested had a hit in this group.
